Bioassay records: PubChem, Vanderbilt High Throughput Screening Facility
Cav3 T inh: blocks human Cav3.2 T-type calcium channel. B-score at 10 µM. O95180. 100,000 compounds, 4% hits. AID 449739. Cav3.2-expressing cells, Fluo-4 calcium fluorescence FDSS; hits give low values;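 active = single-dose well whose peak fluorescence ratio is a statistical outlier from its plate by either plate-standardised score or position-corrected B-score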
* marks the source's active call; other numbers are inactive results.

Cav3 T inh	smiles
-0.29	CC(=O)/C(=C/Nc1ccc(Oc2ccccc2)cc1)c1ccccc1
-0.58	CC(C)(C)NC(=O)C(c1ccccn1)N(C(=O)c1ccc2c(c1)OCCO2)C1CCCC1 (stereo not given)
1.1	CCC(=O)N1CCc2cc(S(=O)(=O)NCCC(=O)N3CCN(c4ccccn4)CC3)ccc21
1.2	O=C(N[C@@H](Cc1ccc(O)cc1)C(=O)O)c1cccnc1
0.05	CC(=O)Nc1ccc(C(=O)Nc2ccc(S(=O)(=O)NCC3CCCO3)cc2)cc1 (stereo not given)
-0.15	CC(=O)c1ccc(OCC(C)C)c(CN2CCCCC2)c1
0.19	COc1ccccc1N=C(C)C1=C(O)COC1=O
-1.1	CC(C)C(CCN1C(=O)c2ccccc2C1=O)c1ccco1 (stereo not given)
1	CNc1nc(CC(C)=O)ns1
-0.37	COC(=O)c1cccc(NC(=O)Cc2coc3cc(OC)ccc23)c1
-1.3	COc1ccccc1NCC(O)Cn1c2ccccc2c2ccccc21 (stereo not given)
0.53	Cc1ccc(N2CCN(S(=O)(=O)N(C)C)CC2)cc1Cl
0.064	CCOC(=O)N1CCN(c2cc(=O)n(-c3ccc(OCC)cc3)c(=O)[nH]2)CC1
0.31	CCOc1cccc(SCc2noc(C(=O)NCC3CCCO3)c2C(=O)O)c1 (stereo not given)
-0.74	Cc1c(C#N)c2ccccc2n1CCOc1ccccc1F
-0.011	O=C(O)C1C2C=CC(O2)C1C(=O)NCc1ccc2c(c1)OCO2 (stereo not given)
0.0026	COc1cc(S(=O)(=O)N2CCOCC2)cc(C(=O)c2nccn2C)c1OC
1.1	CCn1c(-c2c[nH]c3ccccc23)n[nH]c1=S
-4.2*	CCn1c2ccccc2c2cc(/C=N/NC(=O)c3cccc(C)c3)ccc21
0.92	COc1ccccc1C1C(C(=O)NCc2ccccc2)=C(C)Nc2ncnn21 (stereo not given)
0.041	CN1CCN(S(=O)(=O)c2cc([N+](=O)[O-])ccc2N2CCCCCC2)CC1
1.3	COC(=O)c1[nH]c2cccc(OC)c2c1NC(=O)CN1CC(C)OC(C)C1 (stereo not given)
0.33	CCS(=O)(=O)c1ccc2c(c1)N(S(C)(=O)=O)CC(C(=O)NC1CC1)O2 (stereo not given)
-2.4	Cc1ccc2oc(-c3cccc(NC(=O)C4CCCO4)c3)nc2c1 (stereo not given)
0.17	C/C(=C(\C#N)C(=O)NC1CCCCC1)N(C)C
-2.6	Cc1nc(SCc2ccc(Br)cc2)[nH]c(=O)c1C
0.18	CCCN(CCC)C(=O)c1c(C)[nH]c(C(=O)OCC)c1C
0.73	Clc1nnc2ccc(-c3ccccc3)nn12
-7.8*	N#Cc1nc(COc2ccc(Br)cc2)oc1N1CCN(Cc2ccccc2)CC1
-7.7*	CCCCC(=O)NC(c1cccc([N+](=O)[O-])c1)c1c(OC(C)=O)ccc2ccccc12 (stereo not given)
0.29	CCc1nc(SCc2ccccn2)c2c(=O)n(C)c(=O)n(C)c2n1
-0.25	O=C(CC1NC(=O)NC1=O)Nc1cccc2ccccc12 (stereo not given)
-0.31	Cc1ccc2[nH]c(=O)c(CN(CCO)C(=O)NCc3ccccc3)cc2c1
1.1	Cc1[nH]c(=O)c(C#N)cc1-c1ccccc1
-1.7	CCOC(=O)C1CCN(C(=O)Cc2c(F)cccc2Cl)CC1
0.55	Cc1ccc(-c2nn3c(C)nnc3s2)cc1NC(=O)COc1ccc(Cl)cc1
0.24	CC(C)=C1SC(N2CCN(c3ccc(C)cc3)CC2)=NC1=O
0.19	O=C(O)CC(NC(=O)C(c1ccccc1)c1ccccc1)c1ccco1 (stereo not given)
0.14	COc1ccc(N2CCN(C(=O)C3CCN(S(=O)(=O)N4CCOCC4)CC3)CC2)cc1
0.78	CC(C)NC(=O)c1ccc2c(c1)S(=O)(=O)c1ccccc1C2=O
-0.068	Oc1c(C(c2cccs2)N2CCC3(CC2)OCCO3)sc2ncnn12 (stereo not given)
-5.1*	O=C(NCc1ccccc1)C(c1ccc(F)cc1)N(Cc1ccc2c(c1)OCO2)C(=O)Cn1nnc(-c2cccs2)n1 (stereo not given)
0.51	Cc1nn(CCC#N)c2nc(C(F)(F)F)[nH]c(=O)c12
-4.9*	Cc1cc(N2CCCCC2)nc2ccc(NC(=O)c3ccc(Br)o3)cc12
-0.93	CCOC(=O)C1CCN(S(=O)(=O)c2cccc(-c3csc(C)n3)c2)CC1
-0.76	COc1cccc(CN2C(=O)C3CCCN3c3ccc(S(=O)(=O)N4CCOCC4)cc32)c1 (stereo not given)
-4.8*	COc1ccc(C(c2nnnn2Cc2ccccc2)N2CCN(c3nc4ccccc4s3)CC2)cc1 (stereo not given)
0.83	OC(COCc1ccc2c(c1)OCO2)CN1CCN(Cc2ccccc2)CC1 (stereo not given)
-3	CCOc1cc(C(c2c(C)[nH][nH]c2=O)c2c(C)[nH][nH]c2=O)ccc1OS(=O)(=O)c1ccc(C)cc1
-3.3	Cc1ccc(NS(=O)(=O)c2cc(C(=O)N3CCc4ccccc4C3)ccc2Cl)cc1
-0.15	CC1(c2nnc(-c3ccc(Cl)cc3)o2)CC(c2cccc(Cl)c2)=NO1 (stereo not given)
1.7	CC(=O)NC(Cc1ccccc1)C(=O)N1CCN(C(=O)c2cccs2)CC1 (stereo not given)
-1.1	O=C(Nc1cccc(F)c1)c1ccc(-c2ccccc2C(F)(F)F)o1
0.18	CCC1(CC)Cc2ccccc2C(Nc2c(C)n(C)n(-c3ccccc3)c2=O)=N1
0.27	Cn1c(=O)c(Oc2cc(Cl)cc(Cl)c2)nc2ccccc21
-1.1	CC(C)(C)c1ccc(O)c(/C=N\O)c1
0.6	c1ccc(CCN2CN(CCCN3CCOCC3)c3nc4ccccc4n3C2)cc1
0.65	CCOc1cccc(N2C(=O)CC(N3CCN(c4ccc(S(=O)(=O)CC)cc4)CC3)C2=O)c1 (stereo not given)
-0.43	Nc1nc(-c2ccc(Cl)cc2)cn1N
-2	Cc1ccc(NC(=O)Cn2cc3c(n2)CCC(C)C3)cc1 (stereo not given)

(list continues)
Cav3 T inh	smiles
0.76	CC(C)NC(=O)c1ccccc1S(=O)(=O)c1ccccc1C#N
0.35	CN1CCCN(Cc2ccccc2C(F)(F)F)CC1
0.5	COc1ccc2c(c1)CCc1c-2n[nH]c1C(=O)O
0.28	Cc1snc(S(=O)(=O)Cc2ccccc2Cl)c1C#N
0.65	Cn1cccc1Cc1nnc(SCC(=O)N2CCOCC2)n1-c1ccc(F)cc1
-0.66	Cc1nc(-c2ccccc2)sc1C(N)=O
0.87	CN(C(=O)c1ccccc1NC(=O)C(F)(F)F)c1ccccc1
-2.7	O=C(NCC1COc2ccccc2O1)Nc1ccccc1F (stereo not given)
-0.035	COc1ccc(CNC(=O)C2CC(c3cc(C(F)(F)F)cc(C(F)(F)F)c3)=NO2)cc1 (stereo not given)
-0.012	CCSc1nc2c(c(=O)[nH]c(=O)n2C)n1CC(O)COc1ccccc1C (stereo not given)
0.25	COC(=O)CN(c1ccc(OC)c(OC)c1)S(C)(=O)=O
0.41	O=C(O)c1cc2cccc(S(=O)(=O)N3CCOCC3)c2cc1O
0.56	Cc1ccc(-c2noc(CCC(=O)NCCN3CCOCC3)n2)cc1
-0.39	CCOC(=O)c1ccc(Oc2nc(NC)nc(SC)n2)cc1
-0.63	COc1ccc2nc(NC(=O)CSc3nc4ccccc4o3)sc2c1
-0.4	CC(=O)n1cc([C@H]2C=C(C(=O)N3CCN(Cc4ccc5c(c4)OCO5)CC3)O[C@@H](OCCCCO)C2)c2ccccc21
-1.5	CC1CNCCN1S(=O)(=O)c1cccc2cnccc12 (stereo not given)
-1.6	COc1ccc(C)cc1NS(=O)(=O)c1ccc(Br)s1
0.76	COC(C[C@H](O)CC(=O)COCc1ccccc1)OC
-4.5	O=C1C2C3c4ccccc4C(c4ccccc43)C2C(=O)N1c1nc(-c2ccccc2)cs1 (stereo not given)
0.36	Cc1cc2c(C)c(C)c(=O)[nH]c2cc1N
-2.3	CCCCOc1ccc(S(=O)(=O)n2c(C)nc3ccccc32)cc1
1	COCCCNC(=O)c1cc(C(=O)c2c(-c3c(Cl)cccc3Cl)noc2C)c[nH]1
0.24	COc1cccc(OC)c1OCCCc1c(C)n[nH]c1C
1.3	Cc1ccc(OCC(=O)NCc2ccccn2)cc1
0.68	O=C(/C=C/c1ccccc1)N1CCN(Cc2nc3ccccc3c(=O)[nH]2)CC1
0.79	Cc1ccc(-c2csc(SCC(=O)Nc3cc(C)on3)n2)cc1
1.1	CN=C(Nc1cc(C)nn1CCC#N)c1ccccc1
0.061	COc1ccc(NC(=O)C2CCN(c3nnnn3-c3ccccc3)CC2)cc1
1.3	Cc1ccc(OCC(=O)Nc2ccc(N3CCOCC3)cc2)cc1
-1.4	CC(C)(C)c1nc(SCC(=O)NCc2ccco2)c2ccccc2n1
-0.95	Cc1ccc(-n2c(CCC(=O)O)ccc2-c2cccs2)cc1C
0.65	O=C1CCCN1c1ccc(S(=O)(=O)N2CCC(c3ccccc3)CC2)cc1
-0.12	COc1ccccc1-c1c(C)nn2c(NCCN3CCCC3)cc(C)nc12
-1.5	O=S(=O)(NCCn1ccc2ccccc21)c1ccccc1
-0.42	Clc1ccc(-c2nnc3sc(Cc4cccs4)nn23)c(Cl)c1
0.44	O=C(NCCc1ccccc1)C1CCN(S(=O)(=O)N2CCCC2)CC1
1	CC(C)CCN1CC(C(=O)N2CCN(c3ccc(F)cc3)CC2)CC1=O (stereo not given)
0.087	CCCSc1nc(O)c(C2OC(=O)c3c2ccc(OC)c3OC)c(=O)n1C (stereo not given)
0.42	COc1ccc(OC)c(CNCCNC(=O)c2ccco2)c1
-8.4*	CC(C)=C1C2CCC1C1C(=O)N(NC(=O)COc3ccc(C(C)(C)C)cc3)C(=O)C21 (stereo not given)
0.14	Cc1cc(C)c(C#N)c(SCC(=O)CC(=O)OC(C)C)n1
-0.17	Cc1nc2sc3c(c2c(=O)n1/N=C/c1ccco1)CCCC3
0.0045	CCC(CC)C(=O)Nc1cccc(S(=O)(=O)c2cccc(NC(=O)C(CC)CC)c2)c1
-0.18	CN1CCN(C(=O)CN2C(=O)CC(C)(C)S(=O)(=O)c3ccccc32)CC1
0.33	CC(=O)Nc1ccc(C(=O)n2cnc3cc(C)c(C)cc32)cc1
0.0078	CCOC(=O)NC(c1cccc(Cl)c1)C1CCCCCC1=O (stereo not given)
0.93	CC1(C)NC(=O)NC2(C)NC(=O)NC(C)(C)C12 (stereo not given)
-1.3	CCOC(=O)c1sc2nc(NC(=O)COc3ccccc3)sc2c1C
-0.024	CC(C)Cc1nc(N2CCC(C(N)=O)CC2)c2nnn(Cc3ccccc3)c2n1
0.16	O=C1C2CCCN2C(c2cccc(Br)c2)N1c1ccc(F)cc1 (stereo not given)
0.68	CCOC(=O)N1CCN(c2c(-c3ccc(C(C)C)cc3)c(=O)c2=O)CC1
-0.043	CCC(=O)c1ccc(OC(=O)c2ccc(Br)o2)cc1
-1.1	CC(=O)Nn1cnc2c(c1=O)C1(CCCC1)Cc1ccccc1-2
0.75	O=c1nc2sc3ccccc3n2c(=O)n1-c1cccc(Cl)c1
-0.81	CCOC(=O)c1c(N)sc2c1CCSC2
-5.1*	COc1ccc(NC(=S)NC(NC(=O)c2ccc(Cl)cc2Cl)C(Cl)(Cl)Cl)c([N+](=O)[O-])c1 (stereo not given)
0.62	CCOC(=O)c1[nH]c(C)c(CN(CCc2ccccc2)C(=O)CCC(=O)O)c1C
-0.48	O=C(NCc1ccc2c(c1)OCO2)c1cc2ncc(Br)cn2n1
-0.047	Cc1cccc(C(=O)Nc2ccc(O)cc2)c1

A different layout for some results above:
canonical_smiles,Cav3 T inh
CCC(CC)C(=O)Nc1cccc(S(=O)(=O)c2cccc(NC(=O)C(CC)CC)c2)c1,0.0045
CN1CCN(C(=O)CN2C(=O)CC(C)(C)S(=O)(=O)c3ccccc32)CC1,-0.18
CC(=O)Nc1ccc(C(=O)n2cnc3cc(C)c(C)cc32)cc1,0.33
CCOC(=O)NC(c1cccc(Cl)c1)C1CCCCCC1=O (stereo not given),0.0078
CC1(C)NC(=O)NC2(C)NC(=O)NC(C)(C)C12 (stereo not given),0.93
CCOC(=O)c1sc2nc(NC(=O)COc3ccccc3)sc2c1C,-1.3
CC(C)Cc1nc(N2CCC(C(N)=O)CC2)c2nnn(Cc3ccccc3)c2n1,-0.024
O=C1C2CCCN2C(c2cccc(Br)c2)N1c1ccc(F)cc1 (stereo not given),0.16
CCOC(=O)N1CCN(c2c(-c3ccc(C(C)C)cc3)c(=O)c2=O)CC1,0.68
CCC(=O)c1ccc(OC(=O)c2ccc(Br)o2)cc1,-0.043
CC(=O)Nn1cnc2c(c1=O)C1(CCCC1)Cc1ccccc1-2,-1.1
O=c1nc2sc3ccccc3n2c(=O)n1-c1cccc(Cl)c1,0.75
CCOC(=O)c1c(N)sc2c1CCSC2,-0.81
COc1ccc(NC(=S)NC(NC(=O)c2ccc(Cl)cc2Cl)C(Cl)(Cl)Cl)c([N+](=O)[O-])c1 (stereo not given),-5.1*
CCOC(=O)c1[nH]c(C)c(CN(CCc2ccccc2)C(=O)CCC(=O)O)c1C,0.62

Remaining list, next part.
Cav3 T inh	smiles
-0.91	COc1ccc(Nc2nc(N3CCCC3)nc3ccccc23)c(OC)c1
0.17	Cc1ccc(-c2cc(C(=O)N/N=C\c3cnn(C)c3C)c3ccccc3n2)cc1C
0.032	COC(=O)c1cccc(C23CC4(C2)[C@H](CN(Cc2ccc(C(F)(F)F)cc2)[C@@H]4c2ccccc2)C3c2ccc(C(F)(F)F)cc2)c1 (stereo not given in full)
0.84	Nc1ccc(S(=O)(=O)Nc2ccnn2-c2ccccc2)cc1
0.026	Cc1nn(CCC(=O)NNC(=S)Nc2ccc(F)cc2)c(C)c1[N+](=O)[O-]
0.36	O=C(O)C1CC(=O)N(CCOc2ccccc2)C1 (stereo not given)
0.52	COC(=O)CN(c1ccc(C(C)C)cc1)S(=O)(=O)c1c(C)[nH]c(=O)[nH]c1=O
0.46	CC1(C)C2CCC1(CS(=O)(=O)NCc1ccc(C(=O)O)cc1)C(=O)C2 (stereo not given)
0.79	CCCn1c(SCC(=O)Nc2nnc(C(C)C)s2)nc2c1c(=O)n(C)c(=O)n2C

Only part of the results is shown (hit frequency here may not be typical).
